NR2E3 ag-1: agonists of human NR2E3 nuclear receptor. 0.35% of 360,000 active. AID 602229. CHO-S Gal4-NCOR/VP16-NR2E3 two-hybrid, luciferase. inhibition of corepressor binding, % at 3.98 µM;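 active means inhibition above the mean of all tested compounds plus 3 SD, cut at about 70% in these data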;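 further: 0% = DMSO with NR2E3 transfected cells and 100% = cells lacking NR2E3 construct; higher means lower luciferase signal from less NR2E3 corepressor binding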
Target sequence (Q9Y5X4 whole entry, looked up, the tested form may be a part): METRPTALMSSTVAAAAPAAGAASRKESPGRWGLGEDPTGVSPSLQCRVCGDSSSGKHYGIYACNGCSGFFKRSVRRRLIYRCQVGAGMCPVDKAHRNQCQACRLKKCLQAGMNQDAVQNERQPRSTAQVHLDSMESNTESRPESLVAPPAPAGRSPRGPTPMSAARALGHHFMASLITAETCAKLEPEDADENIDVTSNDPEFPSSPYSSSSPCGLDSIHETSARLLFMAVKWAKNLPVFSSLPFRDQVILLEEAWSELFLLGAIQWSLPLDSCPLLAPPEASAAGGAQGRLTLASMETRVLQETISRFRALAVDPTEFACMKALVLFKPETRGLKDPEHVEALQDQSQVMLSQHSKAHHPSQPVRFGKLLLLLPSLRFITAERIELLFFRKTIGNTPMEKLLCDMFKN
HIF-2a block: blocks HIF-2a reporter activity; 786-0 RCC cells HIF-2a reporter, luciferase luminescence, overnight; inhibition, % at 18.8 µM; 0.72% of 360,000 active;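 active means inhibition of the luminescence signal of 40% or more relative to plate controls, in a single-dose primary screen at 18.75 µM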
CaV13 ICDI inh: Disruptors of the CACNA1D IQ motif to Ca2+-dependent inactivation inhibitor domain association, primary screening, Förster resonance energy transfer in intact living … | 0.098% of 340,000 active | AID 743397 | HEK cells, CFP/YFP FRET ICDI-IQ, plate reader, 10 min; percent FRET-ratio fall versus neutral wells | inhibition, % at 12.3 µM;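 active means mean replicate inhibition of at least 30% and at least 1% of replicates passing that level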;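 further: 0% = median of the neutral control wells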
PDI inh: PDI (human) enzyme inhibition; P07237; PDI insulin aggregation turbidity, A650, 90 min; inhibition, % at 10 µM; 0.052% of 350,000 active; AID 588391;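 active means mean inhibition across replicates of 30% or more, whatever share of single replicates reach that level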;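 further: absorbance from insulin aggregation driven by PDI reduction with DTT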
Peg3 promoter: inhibitors of Peg3 promoter; HeLa PEG-Prom luciferase reporter, luminescence, overnight; inhibition, % at 20 µM; 1.7% of 360,000 active; AID 588405;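 active means inhibition of at least 50% at 20 µM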
hiPSC survival: enhancers of human iPSC single-cell survival; survival enhancement, % at 20 µM; 0.044% of 360,000 active; AID 602274; hiPSC single-cell survival, ATPlite luminescence; 100% = ROCK inhibitor wells, 0% = DMSO; in the data active means survival enhancement above about 18%;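 further: cells exposed to compounds for 16 hours before the ATP read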
m5-HT2A agonist: agonists of mouse serotonin 5-HT2A receptor (HTR2A). CHO-K1 mHTR2A beta-arrestin complementation, luminescence; percent of 30 µM serotonin response. activation, % at 7.6 µM. 0.66% of 360,000 active. AID 624169;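 active means activation above a run cutoff, the mean activation of all tested compounds plus 3 SD, cut at about 14% in these data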;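 further: 0% = plate median of compound wells and 100% = 30 µM serotonin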
Target sequence (P35363 whole entry, looked up): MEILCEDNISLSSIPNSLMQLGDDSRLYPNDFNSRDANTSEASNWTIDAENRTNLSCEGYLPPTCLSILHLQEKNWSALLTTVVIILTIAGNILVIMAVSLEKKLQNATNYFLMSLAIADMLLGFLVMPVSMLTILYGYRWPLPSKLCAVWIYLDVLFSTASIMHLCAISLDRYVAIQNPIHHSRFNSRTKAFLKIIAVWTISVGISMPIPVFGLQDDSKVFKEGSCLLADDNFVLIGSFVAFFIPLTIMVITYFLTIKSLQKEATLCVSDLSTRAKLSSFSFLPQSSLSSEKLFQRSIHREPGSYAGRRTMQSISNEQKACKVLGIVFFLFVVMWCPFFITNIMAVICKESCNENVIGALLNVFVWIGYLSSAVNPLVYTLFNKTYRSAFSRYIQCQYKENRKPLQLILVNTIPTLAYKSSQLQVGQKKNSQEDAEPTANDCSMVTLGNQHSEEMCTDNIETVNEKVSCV
TRPM1 prom inh: reduces MITF-dependent TRPM1 promoter luciferase signal; inhibition, % at 12.5 µM; 0.83% of 330,000 active; AID 488899; SK-MEL-5 TRPM1 promoter luciferase, 24 h;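 active means mean inhibition across replicates of 60% or more, whatever share of single replicates reaches that level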; further: values of inactives mirror those of a sister screen read the other way
H9c2 protect: myocardial damage modulation in H9c2 cells; 0.63% of 360,000 active; H9c2 cardiomyocytes, H2O2 injury protection, ATPLite, 2 h; protection from H2O2 cell death, % at 20 µM;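 active means compounds giving at least 50% protection of heart cells from peroxide-induced death in the single-dose screen, raw or plate-pattern-corrected value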;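 further: 0% = DMSO wells with peroxide and 100% = DMSO wells without peroxide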
Shn3 3UTR inh: Schnurri-3 reporter inhibition in Clone20 osteoblasts; Clone20 osteoblast Shn3 3'UTR firefly luciferase, 24 h; inhibition, % at 12.5 µM; 0.52% of 360,000 active;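 active means mean inhibition of at least 75% with every replicate also reaching 75%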;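 further: 0% = median of neutral control wells and 100% = pilot-screen positive control compound; some compounds past the cut are filed as inactive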
NR2E3 ag-2: activates human photoreceptor nuclear receptor NR2E3; GST-NR2E3/biotin-RetCOR TR-FRET, 1536-well; inhibition of corepressor binding, % at 4.78 µM; 0.12% of 320,000 active; AID 2300;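 active means percent inhibition above the cutoff of mean plus 3 SD of all tested compounds, set per screening campaign, cut at about 20% in these data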;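 further: 0% = DMSO wells and 100% = biotin wells as full block of FRET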
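Assay system: NR2E3–RetCOR corepressor complex. Quantity: 1.35 nM GST-NR2E3. Buffer or medium: pH 7.5 Tris-based buffer. Reagent: biotinylated RetCOR corepressor at 7 nM final. Schedule: 5 h at 4 °C. Detection: TR-FRET, emission read at 617 and 671 nm. Replicates: one well per compound, singlicate testing.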
Starred values were filed as active, the others as inactive; . = no result given.

mol	NR2E3 ag-1	HIF-2a block	CaV13 ICDI inh	PDI inh	Peg3 promoter	hiPSC survival	m5-HT2A agonist	TRPM1 prom inh	H9c2 protect	Shn3 3UTR inh	NR2E3 ag-2
CC[C@]12c3[nH]c4ccccc4c3CCN1C(=O)C(CC(=O)NCc1ccco1)C[C@@H]2C(=O)N1CCN(C(=O)c2ccco2)CC1 (some centres undefined)	-16.8	4.1	-3.1	-0.8	5.2	-0.7	-4.4	5.5	19.8	-0.3	.
CC1SC(=NC(=O)c2ccncc2)NC1=O (centres undefined)	-15.4	13.4	-6.3	2.9	8.1	0.6	-0.4	1.3	10.1	-32.0	-1.1
CCOc1ccccc1NC(=O)CSc1nnc(-c2ccccn2)n1Cc1ccco1	-9.5	17.7	-2.0	-2.9	20.2	-4.2	-0.7	4.1	5.9	4.0	-0.6
COc1ccc(-c2cc(C(=O)NC3CC3)c3ccccc3n2)cc1	-8.0	-50.2	-5.0	1.3	-26.4	-0.4	-5.2	-16.0	-0.8	-23.5	4.2
CS(=O)(=O)N(Cc1ccccc1)c1ccc(C(=O)NC2CCCCC2O)cc1 (centres undefined)	-11.8	7.7	-6.0	-4.9	3.7	0.8	-1.8	-0.4	2.9	-3.2	-2.6
Cc1ccccc1-n1c(C)nnc1SCC(=O)N1CC(=O)Nc2ccccc21	-19.0	17.2	-8.7	4.1	18.4	-0.2	-1.6	-9.0	-1.3	-0.5	3.1
C=CCCC(=O)N1C[C@H]2CON(C)[C@H]2C[C@H]1c1ccccc1Br	-6.1	7.4	-6.5	5.8	-4.7	-0.7	-6.7	-8.5	6.8	-6.4	.
Cc1cccc(NC(=S)NC2CC3CCC(C2)N3Cc2ccco2)c1 (centres undefined)	4.5	9.7	-7.0	5.2	3.8	-4.4	-4.4	-2.8	-0.1	-7.8	-1.8
COc1ccc(-n2c(SCC(=O)NCC3CCCO3)nc3c([nH]c4ccccc43)c2=O)cc1OC (centres undefined)	-2.1	29.5	-1.8	-3.1	9.6	0.4	4.9	16.6	-2.4	-3.4	4.1
COc1cccc(N(CC(=O)NCc2ccccc2)C(=O)CCC(=O)Nc2nccs2)c1	-21.5	4.5	-3.6	5.9	2.3	-0.6	-5.7	2.1	1.2	3.3	-3.2
C[C@H](CO)N1C[C@H](C)[C@@H](CN(C)S(=O)(=O)c2ccc(F)cc2)Oc2c(NS(=O)(=O)c3ccc(F)cc3)cccc2C1=O	-11.9	10.1	-3.8	23.4	1.1	-1.3	-3.0	-0.5	1.4	20.2	.
O=C(/C=C/c1ccc(Cl)cc1Cl)N1CCN(c2ccccc2[N+](=O)[O-])CC1	-3.3	7.4	-4.5	13.3	24.6	-0.6	-3.7	2.4	2.0	-4.2	-0.9
CCOC(=O)c1c(C)[nH]c(C)c1C(=O)COC(=O)c1cccnc1OCC	8.0	6.7	-16.0	9.4	-12.4	2.7	7.1	.	5.6	-1.6	.
COc1cc(CNC(=O)c2cnc(C)cn2)cc(OC)c1	-18.1	15.4	-12.3	-13.2	12.2	0.1	9.2	8.4	2.0	-2.5	0.5
COc1ccccc1N1CCN(Cc2nc(N)nc(Nc3ccc(C)c(Cl)c3)n2)CC1	-19.1	23.3	-3.6	3.7	30.5	0.1	-7.3	16.8	10.3	29.7	0.3
CCCc1cc(=O)[nH]c(SCC(=O)Nc2sc(C(N)=O)c(C)c2C(=O)OCCOC)n1	9.6	28.1	-6.3	4.5	26.4	0.1	9.1	12.3	6.6	16.7	11.1
CC(Sc1nc2ccccc2s1)C(=O)N1CCOCC1 (centres undefined)	-62.0	-109.2	-2.1	1.7	-57.9	-1.2	1.8	-9.2	8.5	-13.7	-6.5
Cc1ccc(C(C(=O)NC2CCCC2)N(Cc2ccc3c(c2)OCO3)C(=O)c2snc(C(N)=O)c2N)cc1 (centres undefined)	-23.3	8.4	2.1	-0.9	3.1	0.0	1.2	4.8	23.1	16.4	-2.3
COc1ccc(S(=O)(=O)Nc2ccc(NC(C)=O)cc2)cc1Br	-9.4	22.9	-4.3	-4.5	17.9	-1.5	-2.1	-5.2	-16.6	16.9	4.5
COC(=O)CNC(=O)/C=C/c1ccc(OC)cc1	-7.1	-68.7	-4.6	-2.0	-32.4	3.1	-0.3	-11.4	-8.1	-26.3	-1.9
Cc1ccc(N(CC(=O)NCc2ccccc2)S(=O)(=O)c2c(C)noc2C)cc1	22.7	6.8	-2.9	4.5	5.8	0.2	0.0	-6.3	-2.3	14.5	-2.7
CC(=O)Nc1ccc(NC(=O)c2ccc(N(Cc3ccccc3C)S(C)(=O)=O)cc2)cc1	-1.1	27.1	-2.4	-0.1	10.8	0.1	0.1	-7.5	6.5	2.7	-4.3
CC(C)c1ccccc1NC(=O)c1cccnc1	-8.3	8.5	-2.5	-3.9	-5.4	-2.2	-2.7	-5.5	-0.1	1.9	-2.1
CCn1c(O)c(C=NCc2ccccc2)sc1=S	-29.2	-39.8	-3.6	12.1	-26.5	-0.7	2.7	-8.1	-1.2	-14.0	0.8

Compound profiles, from the list above. Values in the order: NR2E3 ag-1, HIF-2a block, CaV13 ICDI inh, PDI inh, Peg3 promoter, hiPSC survival, m5-HT2A agonist, TRPM1 prom inh, H9c2 protect, Shn3 3UTR inh, NR2E3 ag-2
`CC(=O)Nc1ccc(NC(=O)c2ccc(N(Cc3ccccc3C)S(C)(=O)=O)cc2)cc1` in the list: -1.1, 27.1, -2.4, -0.1, 10.8, 0.1, 0.1, -7.5, 6.5, 2.7, -4.3
`Cc1ccc(C(C(=O)NC2CCCC2)N(Cc2ccc3c(c2)OCO3)C(=O)c2snc(C(N)=O)c2N)cc1` (centres undefined) in the list: -23.3, 8.4, 2.1, -0.9, 3.1, 0.0, 1.2, 4.8, 23.1, 16.4, -2.3

More compounds follow:
mol	NR2E3 ag-1	HIF-2a block	CaV13 ICDI inh	PDI inh	Peg3 promoter	hiPSC survival	m5-HT2A agonist	TRPM1 prom inh	H9c2 protect	Shn3 3UTR inh	NR2E3 ag-2
O=C(Nc1ccc(O)c2c(=O)cc(-c3ccccc3Cl)oc12)c1ccc(F)cc1	-20.2	-12.4	-4.8	12.2	-5.5	-0.2	-0.6	13.3	6.9	12.3	.
Cc1cccc(OCCn2c(=O)sc3ccccc32)c1	-121.7	-233.0	0.1	-4.0	-320.9	4.5	-1.8	-88.5	-24.1	-26.6	5.0
CCOc1ccc(Cl)cc1-c1cc(C(=O)NCc2ccccc2)[nH]n1	6.3	-3.0	-12.5	-2.4	-13.1	0.9	-7.3	.	-6.0	-5.5	.
CC(C)(O)C(O)COc1c2ccoc2cc2oc(=O)ccc12 (centres undefined)	-21.6	13.8	.	.	-6.8	1.7	-6.5	8.5	2.0	1.8	-1.1
Cc1ccc(CCNCc2c(C(=O)O)c(C)n(-c3ccccc3)c2C)cc1	-21.9	7.5	-17.8	-26.0	-11.8	0.5	2.1	-29.3	-2.3	1.7	.
O=S(=O)(c1ccc(F)cc1)c1nc(-c2ccco2)oc1Nc1ccccc1	-25.1	-99.6	-20.0	0.4	-62.0	-0.3	-2.4	-10.1	0.4	-34.9	3.0
COc1ccc(NC2CCCN(C(=O)c3ccc(C(C)=O)s3)C2)cc1 (centres undefined)	6.8	3.8	-6.5	-8.2	1.4	-0.3	0.2	3.3	5.4	-14.1	-5.0
CC(=O)N1CCN(Cc2nc3cc(NC(=O)c4cccc(Br)c4)ccc3n2C)CC1	9.7	-67.4	-18.8	12.1	-42.6	-0.6	0.1	-3.9	-1.9	5.1	2.5
Cc1ccc(Sc2oc(/C=N/n3cnnc3)cc2Br)cc1	-14.5	5.8	-8.6	-5.1	12.4	-1.4	-3.2	2.4	-7.9	-10.5	0.7
c1ccc(-c2ccc(CN3C[C@@H]4C(c5ccccc5)C5(c6cccnc6)CC4(C5)[C@H]3c3ccccc3)cc2)cc1 (some centres undefined)	8.4	-5.5	-4.8	-10.7	7.2	0.2	-1.3	7.0	-1.3	21.5	1.5
COc1ccccc1C(CNC(=O)c1oc2ccccc2c1C)N1CCCC1 (centres undefined)	-15.5	-49.4	-5.0	-2.9	-62.5	-3.3	-5.5	-22.2	3.2	2.3	-1.4
COc1ccccc1CNC(=O)[C@@H](NC(=O)C1CCN(C(=O)[C@@H]2CCCN2C(=O)OC(C)(C)C)CC1)C(C)C	-10.9	-11.4	.	.	-13.5	1.5	4.6	8.3	1.3	4.9	0.1
C/C(NCC(C)(C)CN(C)C)=C(/C#N)C(=O)NCc1ccccc1	-9.2	-11.3	-8.5	-6.2	-2.8	1.0	-3.9	-5.0	-0.8	0.6	3.7
CCc1ccc(S(=O)(=O)Nc2cccc(-c3ccc4nncn4n3)c2)s1	21.8	17.6	-4.2	-15.0	24.4	-0.7	3.7	8.6	8.0	12.7	1.7
CC1=C(C(=O)Nc2ccccc2C)C2(CCCCC2)C(C(N)=O)C(=S)N1 (centres undefined)	-8.0	25.6	2.7	-2.9	4.5	-0.3	-0.4	9.8	8.7	-9.2	-0.8
COc1ccc(OC)c(/C=N\NC(=O)c2ccc(-c3ccccc3)cc2)c1	-41.2	-19.2	-5.5	-0.7	8.9	0.1	-0.9	8.7	7.9	-6.2	.
CCNC(=O)NC(=O)CSc1nnc(-c2c[nH]c3ccccc23)o1	-11.0	-0.7	-2.2	2.4	-2.5	-0.6	-2.5	15.4	2.5	10.1	3.2
O=S(=O)(c1ccccc1Oc1ccc(Cl)cc1Cl)N1CCCCC1	4.3	8.8	-4.3	-28.3	3.7	-0.4	-0.3	7.1	-4.5	8.4	2.4
Cc1c(C(=O)Nc2nccs2)oc2ccc(Br)cc12	-199.3	-220.1	-7.0	-1.0	-225.6	-0.5	0.2	-28.6	-12.1	-47.8	.

High-throughput results as filed in PubChem BioAssay.
